# HCT116 PTEN-null – suppresses growth of cells with PTEN deletion. HCT116 PTEN-null viability, CellTiter-Glo, 60 h; active compounds read low. viability, % at 10 µM. actives 1.2% (n = 140,000);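 active means viability at or below a set limit, 4 SD under the median of all tested compounds, cut at about 3.7% in these data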;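 further: PTEN knockout HCT116 line with beta catenin targeted HCT116 as companion control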
# Phagocyt inh – blocks phagocytosis by macrophages; inhibition, % at 5 µM; AID 1029; actives 0.07% (n = 110,000); J774A.1 macrophage IgG-bead phagocytosis, imaging;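 active means inhibition above the mean of the plate negative controls plus 5 SD, cut at about 13% in these data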;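 further: phagocytic index as fraction of beads internalized from green versus red external bead signal; plate controls were DMSO negative control for no effect and cytochalasin-D positive control for full effect; some results beyond the cut were filed as inactive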
# E-sel TNF inh – TNF alpha driven E-selectin expression inhibition | actives 0.71% (n = 120,000) | HUVEC TNFa-induced E-selectin immunofluorescence, high content | inhibition, % at 2 µM;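 active means inhibition above the batch mean plus 3 SD, and confirmed as a hit on visual image review, cut at about 43% in these data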;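 further: 0% = TNF-stimulated DMSO wells and 100% = unstimulated control wells; not every result past the cut was called active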
# HCT116 bCat-KO – beta-catenin-lacking colon tumor cell growth suppression. viability, % at 10 µM. HCT116 beta-catenin knockout viability, CellTiter-Glo, 60 h; active compounds read low. actives 1.5% (n = 140,000);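 active means viability at or under a set limit, the compound median less 4 SD, cut at about 6% in these data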;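 further: 0% = Hyamine 1622 control at 20 µM and 100% = untreated cell control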
# NPY Y2 blocker – NPY-Y2 (human) receptor antagonism | NPY-Y2 expressing cells, antagonist mode | inhibition, % at 2.7 µM | actives 0.99% (n = 140,000) | AID 793; in the data active means inhibition above about 17%;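 further: 0% = vehicle with agonist challenge and 100% = reference antagonist with challenge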
# Target sequence (P49146 whole entry, looked up): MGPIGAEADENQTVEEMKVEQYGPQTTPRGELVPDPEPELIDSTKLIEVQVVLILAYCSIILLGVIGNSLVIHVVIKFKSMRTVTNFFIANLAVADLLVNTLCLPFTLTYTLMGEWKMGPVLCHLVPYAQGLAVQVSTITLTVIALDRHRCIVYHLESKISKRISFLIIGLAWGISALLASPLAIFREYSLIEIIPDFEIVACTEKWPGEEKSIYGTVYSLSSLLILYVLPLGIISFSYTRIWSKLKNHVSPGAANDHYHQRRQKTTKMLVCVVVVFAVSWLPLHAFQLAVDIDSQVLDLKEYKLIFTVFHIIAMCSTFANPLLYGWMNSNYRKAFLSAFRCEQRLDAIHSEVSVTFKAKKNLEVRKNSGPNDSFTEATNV
# Yeast growth inh – yeast BB579 growth reduction in restrictive medium; S. cerevisiae BB579 growth, OD615, 48 h; inhibition, % at 10 µM; actives 0.51% (n = 140,000); AID 804;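 active means inhibition above a set limit, 3 SD over the mean compound inhibition, cut at about 44% in these data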; further: inactives centre near -24
#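 Assay system – yeast BB579 (DeaD) · Dosing – single compound dose of 10 µM, 0.25% DMSO final · Detection – OD615 turbidity measurement · Buffer or medium – CSMM-D restrictive synthetic medium containing dextrose (glucose) · Benchmarks – positive control amphotericin B 10 µg/mL · Incubation – 48 h exposure, 30 °C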
# MRP1 act – activates MRP-1; H69AR cells + doxorubicin, viability rescue, CellTiter-Glo; AID 799; actives 0.61% (n = 140,000); viability increase, % at 10 µM;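 active means viability gain under doxorubicin at or above a set limit, the compound median plus 3 SD, cut at about 4.7% in these data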;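 further: MRP-1 overexpressing cells given doxorubicin 25 µM after compound pretreatment; 18-22 h compound pretreatment then 72 h with doxorubicin before readout; 0% = doxorubicin-only wells and 100% = vehicle-treated cells without doxorubicin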
# GALR2 antag – GALR2 (human) receptor antagonism; O43603; actives 0.39% (n = 140,000); AID 828; GALR2-expressing cells, antagonist mode; inhibition, % at 4 µM; in the data active means inhibition above about 27%;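 further: cells stimulated with galanin 1-16 at roughly its EC80; 0% = agonist challenge control and 100% = basal control without agonist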
# Target sequence (O43603 whole entry, looked up): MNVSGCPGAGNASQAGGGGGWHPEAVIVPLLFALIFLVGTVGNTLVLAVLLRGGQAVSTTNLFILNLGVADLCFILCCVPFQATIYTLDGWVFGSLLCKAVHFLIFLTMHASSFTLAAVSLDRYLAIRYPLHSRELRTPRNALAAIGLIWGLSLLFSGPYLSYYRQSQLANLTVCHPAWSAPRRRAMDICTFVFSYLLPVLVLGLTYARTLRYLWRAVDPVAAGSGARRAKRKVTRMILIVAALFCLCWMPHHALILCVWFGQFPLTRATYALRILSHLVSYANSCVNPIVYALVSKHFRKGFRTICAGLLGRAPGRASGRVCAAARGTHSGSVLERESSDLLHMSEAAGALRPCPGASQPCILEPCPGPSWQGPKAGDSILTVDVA
# Measles CPE – protection of cells from measles virus. AID 841. Measles virus-infected cells, CPE protection, absorbance. protection (pct of control), % at 4 µM. actives 1.5% (n = 140,000); in the data active means protection mostly above about 24%, no sharp cut-off; inactive means mostly below about 26%; further: some compounds called inactive have numbers as strong as hits
# Yeast life ext – extends the lifespan of yeast; inhibition of the nicotinamide effect, % at 10 µM; S. cerevisiae growth with nicotinamide, OD615; deaD strain in restrictive glucose medium; actives 0.68% (n = 130,000);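 active means inhibition above a set limit, placed 3 SD over the median of all compounds, cut at about 26% in these data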;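 further: 0% = nicotinamide-treated wells and 100% = cells grown without nicotinamide; some compounds called inactive have numbers as strong as hits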
#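 assay system = DeaD-strain S. cerevisiae | buffer or medium = restrictive glucose medium | reagent = 1.5 mM nicotinamide | compound = 10 µM single point, 0.25% DMSO | incubation = 48 h compound exposure at 30 °C, humidified | signal = OD615 measurement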
# Active calls of the source: *; . = no result given.
no.	canonical_smiles	NPY Y2 blocker	E-sel TNF inh	HCT116 PTEN-null	GALR2 antag	Yeast growth inh	MRP1 act	Phagocyt inh	HCT116 bCat-KO	Yeast life ext	Measles CPE
1	CCC(CC)C(=O)Nc1cccc(/C(C)=N/NC(=O)c2c(Br)cnn2C)c1	0	-29	106	9	-17	-3.2	4	108	-23	3
2	Cc1nc2ccccc2nc1OCC(=O)NCc1ccc2c(c1)OCO2	-2	23	93	9	-39	-3.7	-1	98	-22	8
3	CCc1ccc(CC)c(S(=O)(=O)Nc2ccc(C(=O)O)c(O)c2)c1	5	-24	87	-4	-5	-0.3	2	106	21	11
4	CC(C)c1ccc(C(=O)N2CCCN(C(=O)c3ccc(C(C)C)cc3)CC2)cc1	8	.	67	1	14	-2.6	-4	79	-1	7
5	COc1cccc(NC(=O)CSc2nnc(COc3ccc4c(c3)CCCC4)o2)c1	1	-6	98	-10	-19	-3.9	2	97	.	15
6	CCOC(=O)C1CCN(C(=O)c2ccc(Br)o2)CC1	-1	-11	102	14	-86	-0.1	.	104	-6	7
7	CC(=O)c1cc(C(=O)c2ccccc2)sc1Nc1ccccc1	3	7	75	-11	-27	-3.5	-6	78	0	3
8	Oc1oc(-c2ccco2)nc1C=Nc1ccccc1	2	38	95	3	-8	-1.5	0	92	-27	6
9	Cc1oc(C(=O)O)cc1COc1ccc2c3c(c(=O)oc2c1C)CCC3	9	-12	106	-5	-50	-1.4	0	89	-4	9
10	CCc1ccc2[nH]c(=O)c(CN(Cc3ccccc3)Cc3nnnn3Cc3ccco3)cc2c1	3	-29	62	-7	-37	-3.8	-4	79	-7	10
11	O=C(NCc1ccccc1)c1ccccc1CO	2	10	100	-3	-27	0.9	0	100	-1	17
12	CC(=O)Oc1ccc(C(=O)Nc2nnc(C)s2)cc1	1	-26	99	-1	-30	-1.8	-1	86	-6	17
13	O=C(CC(c1ccccc1)c1ccccc1)NCc1cccnc1	1	0	89	2	-35	-1.3	.	90	.	12
14	NC(=O)[C@@H]1CCOc2c(I)cc([N+](=O)[O-])cc2C(=O)N[C@@H](CO)C(=O)NCC(=O)N1	1	-12	100	-7	-22	0.1	.	93	10	4
15	CCOc1cc(-c2nc(-c3ccc(C)nc3OC)no2)cc(OCC)c1OCC	1	-22	100	10	-5	-0.4	1	94	-8	4
16	COc1ccc(C(=O)Nc2cccc(C)c2)cc1	-2	-7	75	14	0	-0.7	-1	84	-8	10
17	Cc1nn(-c2cc(N3CCCCC3)ccc2[N+](=O)[O-])c(=O)c2ccccc12	4	-4	72	10	-15	-2.0	.	89	.	3
18	COc1ccc(OC)c(NC(=O)C2C3C=CC(C3)C2C(=O)NCc2ccccn2)c1 (stereo not given)	5	12	102	10	-41	-1.1	-1	103	-2	8
19	Cn1c(CN2CCOCC2)nnc1SCC(=O)NCCc1ccccc1	1	-2	98	-3	-27	-0.6	0	97	-9	21
20	CC(C)(C)NC(=O)NC(=O)COC(=O)COc1ccc2c(c1)CCC2	4	-18	91	4	-25	-0.7	-1	89	-1	4
21	Cc1cccc(/C=N/n2c(-c3ccncc3)n[nH]c2=S)c1	10	.	90	-7	-39	-2.3	5	96	-5	20
22	O=C(Nc1ccc(F)cc1)c1sccc1SCc1cccc(C(F)(F)F)c1	13	.	67	4	-41	-5.8	0	62	-16	7
23	COc1ccc(S(=O)(=O)N2CCCC(C(=O)O)C2)cc1Cl (stereo not given)	-3	16	95	-1	9	-2.8	-1	107	-6	6
24	COC(=O)c1ccc(C(=O)OC)c(NC(=O)COC(=O)CC2CC3CCC2C3)c1 (stereo not given)	7	20	82	14	-30	-0.2	0	91	-9	12
25	CCOc1ccc2cc(S(=O)(=O)n3ccnc3C)ccc2c1	5	2	104	4	-21	0.1	2	123	-21	6
26	CCCOc1cccc(/C=N/NC(=O)c2csc(C)c2C)c1	4	13	93	-9	-34	1.0	1	89	-13	9
27	CS(=O)(=O)Nc1ccccc1C(=O)NCc1ccco1	5	21	84	-2	-14	-2.3	2	82	-10	6
28	CCN(CC)S(=O)(=O)c1cccc(C(=O)N2CC(O)CC2C(=O)O)c1 (stereo not given)	0	-27	83	-10	-33	-0.7	6	82	-12	28*
29	COc1ccc(C(=O)/C=C(\C)Nc2ccc3c(c2)OCO3)cc1	2	46	86	7	-39	-2.8	.	87	-25	10
30	COc1cccc2cc(C(=O)NCc3ccco3)c(=O)oc12	4	1	98	-30	-37	-3.2	-3	91	-2	13
31	COc1ccc(NC(=O)C2CCCN(C(=O)NC3CCCCC3)C2)cc1OC (stereo not given)	0	2	93	-9	-5	-3.3	2	85	-7	8
32	C#CCOc1ccc(/C=N/O)cc1Cl	2	5	99	-4	-6	-2.7	0	99	-8	5
33	CCCCn1nnnc1SCC(=O)NNC(=O)C1CCCCC1	0	-40	92	8	-26	-0.3	.	99	-19	6
34	CN1CCCC(OC(=O)c2cc(Cl)ccc2Cl)C1 (stereo not given)	6	-34	104	9	-3	-1.1	0	99	-6	10
35	CC(=O)Nc1cccc(NC(=O)C2CC(=O)N(c3ccc(C)cc3)C2)c1 (stereo not given)	4	-7	90	-1	-2	-1.5	0	92	-6	13
36	CC(=O)/C(=N/Nc1cccc(C)c1)N1CCOCC1	4	-27	116	12	31	-1.2	-1	98	-8	9
37	O=C(NCc1ccco1)c1ccc(S(=O)(=O)N2CCOCC2)cc1	1	-1	83	7	-31	-3.3	.	87	-12	4
38	COc1cc(OC)cc(C(=O)N2CCN(Cc3cccc(F)c3)CC2)c1	6	-8	95	-3	21	-1.0	0	81	7	3
39	Cc1c(C(=O)O)cccc1N1C(=O)Nc2ccccc2N1O	2	.	96	1	-14	-2.3	-8	96	1	12
40	O=C(Nc1ccc2cn[nH]c2c1)c1c(Cl)cccc1Cl	1	8	95	7	-13	-0.3	-4	101	2	2
41	Cn1c(CNc2nc(-c3ccccc3)cs2)nnc1SCC(=O)c1ccccc1	1	-10	69	-21	-35	-3.8	0	63	-10	4
42	CC1CCCC(C)N1C(=O)CSc1nnc(NC(=O)c2cccs2)s1 (stereo not given)	0	-34	104	7	-61	-0.5	0	99	0	14
43	Cc1ccc(C2CC(c3cccc(Br)c3)Nc3nnnn32)cc1 (stereo not given)	3	4	92	9	-5	-3.0	-1	94	-2	1
44	Cc1ccc(SCC(=O)NC(=O)c2ccc(S(=O)(=O)N(C)C)cc2)cc1C	7	.	100	15	4	-0.5	-4	94	1	4
45	COc1ccccc1N1CCN(S(=O)(=O)c2ccc(F)cc2)CC1	0	-20	99	-3	-11	-1.1	0	104	-15	8
46	COc1ccc(C(c2nnnn2Cc2cccs2)N2CCC(C(N)=O)CC2)c(OC)c1 (stereo not given)	3	-12	98	4	-45	-2.3	-1	100	-3	14
47	Nc1ccc(C(=O)OCc2csc(-c3ccccc3)n2)cc1[N+](=O)[O-]	2	.	104	8	-39	-1.3	.	102	-3	11
48	COc1ccc(CC(=O)O/N=C(\N)Cc2ccc(OC)cc2)cc1	13	-16	93	-3	-19	-3.3	1	96	-10	4
49	Cc1ccc2cccc(S(=O)(=O)NC3CCS(=O)(=O)C3)c2n1 (stereo not given)	3	7	108	-10	-37	-0.8	0	103	-8	5
50	COc1ccc(C(=S)N2CCCC2)cc1C	2	24	105	10	-44	-0.9	0	101	-10	2

# Further entries
no.	canonical_smiles	NPY Y2 blocker	E-sel TNF inh	HCT116 PTEN-null	GALR2 antag	Yeast growth inh	MRP1 act	Phagocyt inh	HCT116 bCat-KO	Yeast life ext	Measles CPE
51	O=C(NCc1cccnc1)c1ccc(S(=O)(=O)N2CCOCC2)cc1	0	.	97	5	-16	0.2	3	100	-3	37
52	CC(C)(C)c1csc(N(CCC#N)CCC#N)n1	4	12	100	6	-31	0.1	1	100	-10	18
53	C/C(=C\c1ccccc1)C(=O)Nc1cc(C)on1	-2	16	111	0	-36	1.0	0	106	-9	33
54	CCC(C)NC(=O)CC1Oc2ccc(Cl)cc2NC1=O (stereo not given)	2	.	102	-11	13	-2.1	-1	101	0	24
55	CSCCC(NC(=O)COc1ccccc1)C(=O)Nc1ccc(C)cc1 (stereo not given)	2	0	96	1	-17	-1.3	.	99	-1	3
56	CCCSC(=S)NC1CCS(=O)(=O)C1 (stereo not given)	-1	-25	65	-3	7	-4.5	1	64	1	3
57	Cc1ccc(OC(=O)c2oc3ccc(F)cc3c2C)c(C)c1	-1	-17	8	2	-43	-3.6	-3	14	-13	1
58	CCC1CCCCN1CC(=O)Nc1cc(C)nn1-c1nc(C)cc(C)n1 (stereo not given)	3	.	24	-1	-2	-3.1	2	28	3	11
59	CS(=O)(=O)c1sc2nc(-c3cccs3)cc(-c3ccccc3)c2c1N	7	-14	75	0	6	1.6	-2	77	-19	9
60	COc1ccc2oc(=O)c(/C(C)=N/Nc3nc(-c4cc(C)ccc4C)cs3)cc2c1	4	19	97	-3	-63	-1.1	-6	85	-1	4
61	CC(CNC(=O)C(C)(C)C)NC(=O)C(C)(C)C (stereo not given)	3	3	110	3	-22	-0.5	-3	97	2	20
62	CCN1C(=O)/C(=C\c2ccco2)C(C(=O)OC)=C1C	3	21	92	3	-25	-3.6	3	75	-31	9
63	N#C/C(=C\c1cn(CCOc2ccccc2F)c2ccccc12)C(=O)NCc1cccs1	14	2	91	3	-24	-1.9	-10	98	6	7
64	Cc1cc(Br)ccc1OCC(=O)N(Cc1nc(-c2ccccc2)no1)C(C)C	14	16	77	-5	-33	-0.5	-1	80	-12	8
65	Cc1ccc(S(=O)(=O)Cn2nnnc2C(C(C)C)N2CCSCC2)cc1 (stereo not given)	0	-29	94	2	-25	-2.8	0	98	-2	13
66	CCCN(CCC)CC(=O)NCC1(c2ccccc2)CCOCC1	1	9	89	7	-22	-1.6	.	88	.	11
67	CC(Cc1ccccc1)N/C=C1\CC(=O)NC1=O (stereo not given)	1	-4	77	-2	-15	-1.9	.	82	-22	2
68	CCCCCC(=O)NC(=S)Nc1ccc(Br)cc1C	20*	.	98	-1	-24	-4.3	-4	87	6	16
69	NC(=O)C(c1ccc(Sc2ccccc2)nn1)c1ccc(Cl)cc1Cl (stereo not given)	1	.	95	-13	-19	-1.2	0	94	-12	4
70	COC(=O)c1cccc(NC(=O)C2COc3ccccc3O2)c1 (stereo not given)	1	-21	84	0	5	-0.2	-2	97	-15	3
71	C#CCOCCOCCOCCNc1nc(N2CCOCC2)nc(N2CCN(C(=O)[C@H]([C@@H](C)CC)n3cc(CCCN=C(N)N)nn3)CC2)n1	1	-19	93	4	-8	-1.8	.	78	7	9

# Printed as active in NPY Y2 blocker, of those listed so far:
no.	compound	NPY Y2 blocker	E-sel TNF inh	GALR2 antag	Yeast growth inh	Phagocyt inh	Yeast life ext	Measles CPE
68	CCCCCC(=O)NC(=S)Nc1ccc(Br)cc1C	20*	.	-1	-24	-4	6	16

# High-throughput results deposited in PubChem BioAssay by several laboratories.
